High-throughput results as filed in PubChem.
NIH3T3 tox: Cytotoxic Profiling in NIH 3T3 Cell Line of Diverse Libraries Using Quantitative High-Throughput Screening; NIH 3T3 viability, CellTiter-Glo ATP luminescence, 48-72 h; Potency, µM (top dose mostly 96.7 µM), without a hit: at the highest dose activity change, negative = cytotoxicity, actives largely listed as inhibitors; 94,000 compounds, 4.3% hits; AID 1345082, 2018; also: potency is read from the fitted curve at half-maximal effect; nearly all actives have a fitted effect of over 55% in size
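ATP-dependent luminescence (CellTiter-Glo) served as the viability signal for NIH 3T3 cells treated with compound for 48 or 72 hr at 37 °C.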
Luciferase inh: Firefly luciferase inhibition profiling of diverse chemical library using quantitative high-throughput screening; Potency, µM (highest dose often 115 µM), inactives show at the highest dose activity change, negative = inhibition, hits mostly inhibitors; 76,000 compounds, 2.5% hits; Luciferin 4-monooxygenase (Photinus pyralis), P08659; purified P. pyralis luciferase, luminescence, biochemical; also: potency is read from the fitted curve at half-maximal effect; nearly all actives have a fitted effect of over 65% in size
Target sequence (P08659 whole entry, looked up): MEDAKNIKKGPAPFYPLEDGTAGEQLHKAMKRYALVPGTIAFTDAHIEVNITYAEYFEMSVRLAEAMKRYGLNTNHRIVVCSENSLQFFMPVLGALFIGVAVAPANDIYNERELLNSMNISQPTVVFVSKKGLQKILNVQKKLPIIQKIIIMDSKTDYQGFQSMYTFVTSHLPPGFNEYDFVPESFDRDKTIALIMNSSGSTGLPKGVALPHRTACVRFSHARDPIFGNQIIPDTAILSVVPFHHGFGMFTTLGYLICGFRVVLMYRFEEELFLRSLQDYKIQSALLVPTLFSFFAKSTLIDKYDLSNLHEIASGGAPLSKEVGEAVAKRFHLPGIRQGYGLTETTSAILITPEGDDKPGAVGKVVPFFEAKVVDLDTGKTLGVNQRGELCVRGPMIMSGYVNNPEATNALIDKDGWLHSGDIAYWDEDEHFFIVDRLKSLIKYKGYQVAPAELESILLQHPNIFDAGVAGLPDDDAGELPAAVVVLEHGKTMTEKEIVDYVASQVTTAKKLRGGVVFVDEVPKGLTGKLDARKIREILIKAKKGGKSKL
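Cell-free enzyme assay, 10nM P. pyralis luciferase, luciferin and ATP each at 10uM. Inhibition profiled over a 6-point titration, read as luminescence.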
GPT2 inh: Primary qHTS assay for inhibitors of Glutamate pyruvate transaminase 2 (GPT2); Alanine aminotransferase 2 (Homo sapiens), Q8TD30; Recombinant GPT2, coupled pyruvate oxidase/HRP Amplex Red fluorescence; Potency, µM (titrated, usually from 57.7 µM), without a hit: at the top dose activity change, negative = inhibition, usual class: inhibitors; 100,000 compounds, 0.25% hits; AID 1671188, 2021; also: potency is read from the fitted curve at half-maximal effect; nearly all actives have a fitted effect of over 60% in size; many of its hits are not listed in these tables
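Inhibition is scored from Amplex Red fluorescence generated when pyruvate oxidase and HRP act on pyruvate released by GPT2. Reactions contain 10ng/uL enzyme, 250uM a-KG and 2mM L-alanine and run 30 min at room temperature.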
HEK293 tox: Cytotoxic Profiling in HEK 293 Cell Line of Diverse Libraries Using Quantitative High-Throughput Screening; HEK 293 viability, ATP luminescence (CellTiter-Glo), 48-72 h; Potency, µM (highest dose often 115 µM), for the others: top-dose activity change, negative = cytotoxicity, most hits filed as inhibitors; 94,000 compounds, 6.6% hits; AID 1345083, 2018; also: potency is read from the fitted curve at half-maximal effect; nearly all actives have a fitted effect of over 60% in size
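Pintool-delivered compounds were incubated with HEK 293 cells (250 cells/well) at 37 degree Celsius for 48 or 72 hr. ATP-dependent luminescence (CellTiter-Glo) then reported remaining viable cells.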
SNCA expr inh: Primary qHTS assay for inhibitors of alpha-synuclein gene (SNCA) expression | AID 1671194, 2021 | HEK-293 SNCA-luciferase knock-in, luminescence, 24 h | 140,000 compounds, 0.17% hits | Potency, µM (doses to about 57.2 µM), for inactives: at the highest dose activity change, negative = inhibition, most hits filed as inhibitors;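 also: potency is read from the fitted curve at half-maximal effect; plate controls were DMSO cells for no effect and cell-free wells for full effect; nearly all actives have a fitted effect of over 45% in size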
SNCA viab count: GF-AFC viability counterscreen for inhibitors of alpha-synuclein gene (SNCA) expression | HEK-293-SNCA-luc viability, GF-AFC fluorescence, 24 h | Potency, µM (series often up to 57.1 µM), without a hit: at the highest dose activity change, negative = cytotoxicity, actives largely listed as cytotoxic | 150,000 compounds, 0.12% hits | AID 1671193, 2021;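 also: potency is read from the fitted curve at half-maximal effect; 0% = DMSO-treated cells and -100% = medium-only wells without cells; nearly all actives have a fitted effect of over 30% in size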
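HEK-293-SNCA-luc cells (1500/well) plated 24 h, then exposed 24 h to a dilution series; GF-AFC added 30 min at 37C, fluorescence 405/540 nm; normalised to medium-only and DMSO wells, Hill fit.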
IP6K1 inhibitor: Primary qHTS assay for small molecule inhibitors of Inositol hexaphosphate kinase 1 (IP6K1); Inositol hexakisphosphate kinase 1 (Homo sapiens), Q92551; IP6K1 kinase, ADP-Glo luminescence, 2 h; stronger effect = lower value; activity change, % (series mostly up to about 58 µM); 140,000 compounds, 0.81% hits; AID 1645851, 2021; in the data active = activity change below about -25%
Target sequence (Q92551 whole entry, looked up): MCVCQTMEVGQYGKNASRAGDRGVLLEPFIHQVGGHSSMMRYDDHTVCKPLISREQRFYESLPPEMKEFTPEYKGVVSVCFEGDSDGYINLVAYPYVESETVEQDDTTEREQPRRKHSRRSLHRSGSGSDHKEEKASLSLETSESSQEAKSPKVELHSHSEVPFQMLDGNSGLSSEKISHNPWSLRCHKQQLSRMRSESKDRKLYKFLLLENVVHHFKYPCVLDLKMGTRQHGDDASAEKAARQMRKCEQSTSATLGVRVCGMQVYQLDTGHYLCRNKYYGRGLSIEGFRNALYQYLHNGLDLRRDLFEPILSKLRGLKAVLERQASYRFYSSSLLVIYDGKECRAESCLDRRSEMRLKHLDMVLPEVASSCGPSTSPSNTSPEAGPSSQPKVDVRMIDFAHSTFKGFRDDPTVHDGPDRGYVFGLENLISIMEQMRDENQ
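ADP-Glo luminescence measures ADP made by human IP6K1 during a 2 h RT reaction with ATP/IP6 (mix at 1.3 mM/130 uM); top library doses 57.5 and 19.1 uM final.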
Numbers without * were called inactive; i = inactive; ? = inconclusive; . = no result given; [ ] = dose if it differs, or a comment. Unless noted, calls follow the shape of the dose curve; as a rule, active = well fitted curve in the direction sought with a large enough effect; inconclusive = small, poorly fitted or top-dose-only effect, or another doubt; inactive = no such curve, though single readings can be large; an effect the other way counts as inactive or inconclusive. Unless noted, % is scaled to controls: 0 for no effect and ±100 for the full control effect.

A first look, 3 compounds:
SMILES	NIH3T3 tox	Luciferase inh	GPT2 inh	HEK293 tox	SNCA expr inh	SNCA viab count	IP6K1 inhibitor
COc1ccc(-c2nnc(SCC(=O)N(C)Cc3ccccc3)o2)cc1OC	.	.	.	.	4.7%	-1.3%	2.0
COC(=O)c1ccc(Cl)cc1NC(=O)N1CCCn2nc(C)cc21	.	.	.	.	-4.5%	-14.9%	-5.5
Cc1ccc([S+](=O)([O-])N2CCCC(C(=O)N3CCC(c4nc5ccncc5[nH]4)C3)C2)cc1 (stereo not drawn)	-19.3%	.	i	-0.5%	22.6%	-4.6%	26.6

The listing, from the first entry:
SMILES	NIH3T3 tox	Luciferase inh	GPT2 inh	HEK293 tox	SNCA expr inh	SNCA viab count	IP6K1 inhibitor
COc1ccc(-c2nnc(SCC(=O)N(C)Cc3ccccc3)o2)cc1OC	.	.	.	.	4.7%	-1.3%	2.0
COC(=O)c1ccc(Cl)cc1NC(=O)N1CCCn2nc(C)cc21	.	.	.	.	-4.5%	-14.9%	-5.5
Cc1ccc([S+](=O)([O-])N2CCCC(C(=O)N3CCC(c4nc5ccncc5[nH]4)C3)C2)cc1 (stereo not drawn)	-19.3%	.	i	-0.5%	22.6%	-4.6%	26.6
O=C(NC1CCN(C(=O)c2ccc(-c3cccs3)cc2)CC1)c1ccncc1	?	.	i	?	-2.3%	-5.8%[12.5 µM]	13.7
COc1ccc(C(=O)NC2CCN(c3cnn(CC4CC4)c(=O)c3)CC2)c(OC)n1	?	-8.6%	i	?	-22.7%	?	14.0
COc1ccc(CC(=O)NC2CCN(c3nc4ncccc4o3)C2)cc1 (stereo not drawn)	-10.4%[138 µM]	.	i	-6.2%[172 µM]	-15.9%[87.6 µM]	0.5%[87.6 µM]	12.6
COC(=O)CNC(=O)C1CCN(C(=O)c2ccc(-c3ccccc3OC)cc2)CC1	-6.1%	.	i	?	-27.1%	2.8%[12.5 µM]	10.7
COC1CCC12CCN(C(=O)Nc1ccccc1)CC2 (stereo not drawn)	-3.8%	?	-4.6%	3.8%	21.2%	2.6%	-6.3
CCOCCNC(=O)c1cc(-c2ccc(C(F)(F)F)cc2)nc2c1cnn2C	?	.	.	?	.	.	-11.5
Cc1nc(-c2ccccc2)sc1-c1ccc(SCC(=O)NCc2ccccc2)nn1	.	.	.	.	56.1%[activator]	5.8%	-0.2
CNC(=O)[C@@H]1[C@H]2CN(Cc3ccccn3)CCN2C[C@H]1c1ccccc1	-33.8%	.	.	?	.	.	-0.7
COc1ccc(-c2cc(C[C@H]3CNCC[C@H]3CC(=O)N3CCN(C)CC3)no2)cc1	?	-8.1%[172 µM]	i	-27.2%[172 µM]	16.2%[87.6 µM]	-10.9%[87.6 µM]	10.7
CC1(C(=O)NCc2ccc(Cl)cc2)CCCCC(=O)N1 (stereo not drawn)	i	9.9%	i	1.5%	-6.6%	6.0%	22.5
Cn1ccnc1CN1CCCC(CCC(=O)Nc2ccccc2F)C1 (stereo not drawn)	i	3.4%	i	i	0.4%	9.6%	0.0
COc1ccc(C(=O)N2C[C@@H](CO)[C@H](N(C)C)C2)cc1	3.6%	-0.8%	-0.4%	i	28.3%	?	-2.7
COc1ccc2c(CNCc3cccs3)c(C(=O)O)n(Cc3cccc(F)c3)c2c1	.	.	.	.	5.7%	-19.1%	-8.5
O=C(NC1CC1)c1cc2c(=O)[nH]c(-c3ccccc3)cn2n1	?	-13.4%	i	?	?	-3.6%	-3.2
O=C([C@H]1C[C@H](Oc2ccccc2)CN1S(=O)(=O)Cc1ccccc1)N1CCOCC1	-22.3%	0.0%	-14.9%	-22.4%	-6.7%	?	38.6
Cc1ccc(S(=O)(=O)N2C[C@@H](F)C[C@H]2C(=O)N2CCc3ccccc3C2)c(C)c1	?	-9.2%	i	?	9.4%	-2.1%	0.0
O[C@@H]1C[C@@H](c2nc(-c3ccc4c(c3)OCO4)no2)N(Cc2cc3ccccc3o2)C1	-9.7%[174 µM]	?	0.5%[88.5 µM]	?	87.7%[activator][87.6 µM]	7.0%[87.6 µM]	2.9
COc1ccc2ccc(OCc3nc(C(=O)N(C)Cc4cc(C)no4)co3)cc2c1	?	8.3%	i	?	?	?	3.8
CCOCCCNC(=O)N1CC2CN(CCOC)CC(C1)O2	-13.1%	.	i	2.3%	18.8%	2.0%	4.7
Cc1cccc(C)c1-c1nnc2ccc(C(=O)N3CCN(C)CC3)cn12	-2.1%[138 µM]	.	?	2.9%[172 µM]	-0.8%[87.6 µM]	6.1%[87.6 µM]	5.5
O=C1NC[C@@H](CCC(=O)N2CCC(O)CC2)N2C[C@@H](NCc3ccccc3)C[C@@H]12	1.6%[138 µM]	-0.5%[172 µM]	-16.8%[88.5 µM]	4.3%[172 µM]	-13.2%[87.6 µM]	-0.1%[87.6 µM]	-5.5
CC(=CC(=O)Nc1ccccc1C(=O)O)c1ccc2ccccc2c1	.	.	i	.	40.9%	-7.7%	.
CC(=O)O[C@H]1[C@H](OC(=O)C(C)C)[C@]2(C)OC3(CC[C@]2(C)[C@H]2CCC[C@]4(CO4)[C@]12C)COC(=O)C3 (stereo partly drawn)	.	.	i	.	.	-7.1%[23.9 µM]	-10.6
CNC(=O)[C@@H]1C[C@@H](n2cc(CNC(=O)Nc3ccc(Cl)cc3C)nn2)CN1	i	6.3%	i	35.5µM*	-4.5%	2.2%	28.5
Nc1c(C(=O)c2ccc3c(c2)OCO3)sc(Nc2ccccc2F)c1S(=O)(=O)c1ccccc1	.	.	.	.	-1.1%	-15.4%	13.4
Cc1c(C)n(Cc2ccccc2)c2ccc(C(=O)NC(C)c3ccccc3)cc12 (stereo not drawn)	.	.	.	.	-2.9%	0.6%	9.7
CCN1C(=O)c2ccccc2S(=O)(=O)c2ccc(C(=O)NCc3ccc(F)cc3)cc21	.	.	.	.	-2.0%	4.0%	10.2
Cc1ccc2c(c1)N(C(=O)CCC(=O)NCc1cccs1)CC(C)O2 (stereo not drawn)	.	.	.	.	1.0%	2.4%	-1.6
CCCS(=O)(=O)N1CCC(Cc2nc(-c3cccnc3)n[nH]2)C1 (stereo not drawn)	-2.4%	-3.9%	i	8.2%	-24.1%	-3.9%	-3.5
COCc1nc(C2CCCN(C(=O)Nc3cccc(F)c3C)C2)no1 (stereo not drawn)	-21.7%	?	-10.5%	-21.1%	76.7%[activator]	-2.3%[12.5 µM]	1.0
COc1ccc(CC(=O)Nc2ccc3c(c2)CN(CCOc2ccccc2)C(=O)C(C)O3)cc1 (stereo not drawn)	?	3.7%	-7.8%	44.7µM*	2.3%	-11.3%	5.5
COc1ccc(-c2nnc(SCC(=O)N(C)C3CCCCC3)o2)cc1OC	.	.	.	.	24.4%	7.3%	10.5
O=C(c1ccnnc1)N1CC(F)(F)C[C@H]1c1nc(C2CC2)no1	-9.8%	-1.6%	-23.1%	-6.8%	13.4%	0.8%	31.3

Entries shown so far that contain a COOH group:
SMILES	NIH3T3 tox	Luciferase inh	GPT2 inh	HEK293 tox	SNCA expr inh	SNCA viab count	IP6K1 inhibitor
COc1ccc2c(CNCc3cccs3)c(C(=O)O)n(Cc3cccc(F)c3)c2c1	.	.	.	.	5.7%	-19.1%	-8.5
CC(=CC(=O)Nc1ccccc1C(=O)O)c1ccc2ccccc2c1	.	.	i	.	40.9%	-7.7%	.

In the list so far, four contain a thiophene ring, fused or not:
SMILES	NIH3T3 tox	Luciferase inh	GPT2 inh	HEK293 tox	SNCA expr inh	SNCA viab count	IP6K1 inhibitor
O=C(NC1CCN(C(=O)c2ccc(-c3cccs3)cc2)CC1)c1ccncc1	?	.	i	?	-2.3%	-5.8%[12.5 µM]	13.7
COc1ccc2c(CNCc3cccs3)c(C(=O)O)n(Cc3cccc(F)c3)c2c1	.	.	.	.	5.7%	-19.1%	-8.5
Nc1c(C(=O)c2ccc3c(c2)OCO3)sc(Nc2ccccc2F)c1S(=O)(=O)c1ccccc1	.	.	.	.	-1.1%	-15.4%	13.4
Cc1ccc2c(c1)N(C(=O)CCC(=O)NCc1cccs1)CC(C)O2 (stereo not drawn)	.	.	.	.	1.0%	2.4%	-1.6

Additional compounds follow:
SMILES	NIH3T3 tox	Luciferase inh	GPT2 inh	HEK293 tox	SNCA expr inh	SNCA viab count	IP6K1 inhibitor
O=C1NCC2(CCN(Cc3ccc(C(F)(F)F)cc3)CC2)Oc2ccccc21	?	.	i	?	-18.5%	-12.2%	3.5
Cn1nccc1C(=O)NCCc1noc(C2CC2)n1	i	0.7%	-12.7%	9.6%	7.6%	-8.4%	15.7
Cc1ccn2c(=O)c(C(=O)NCc3ccccc3Cl)c(O)nc2c1	.	.	.	.	30.2%[activator]	1.6%	6.5
Cc1ccc(N2CCN(C(=O)c3c(C)oc4ncnc(N5CCCCC5)c34)CC2)c(C)c1	.	.	.	.	?	-16.9%	5.3
COc1ccccc1N1CCN(C(=O)CSc2n[nH]c(-c3ccccc3)n2)CC1	.	.	.	.	16.8%	6.3%	4.0
Cc1ccc(CNC(=O)N2CCC(OCc3noc(C4CCCO4)n3)CC2)cc1 (stereo not drawn)	-25.3%	.	i	-6.4%	-3.5%	3.4%	25.5
CC(=O)CSc1nnc2[nH]c(=O)cc(N)n12	.	.	.	.	15.3%	-2.2%	-8.3
CCN(CC)c1ccc(NS(=O)(=O)c2cc3[nH]c(=O)c(=O)[nH]c3cc2C)c(C)c1	.	.	.	.	-2.9%	9.2%	-16.6
Cc1ccc(C(=O)N2CCCN(c3ccc4nnc(C)n4n3)CC2)cc1	-23.6%	.	.	-0.2%	.	.	-1.7
CC(C)n1cc2cc(C(=O)NCc3cccnc3)sc2c1	-9.5%	-7.5%	-15.0%	1.0%	-15.1%	3.1%	1.6
O=C(NC[C@H]1OC[C@@H](NC2CCC(F)(F)CC2)[C@@H]1O)C1CC1	i	-5.1%[172 µM]	-26.1%[88.5 µM]	-4.1%[172 µM]	5.1%[87.6 µM]	0.6%[87.6 µM]	4.1
Cc1ccc(NC(=O)Cn2c(N3CCN(c4ccccc4)CC3)nc(C)cc2=O)c(Cl)c1	-5.6%	14.3%	4.1%	0.3%	9.9%	10.2%	12.9
CC1=C[C@@H](CNCc2ccncc2)[C@H](C(C)C)C[C@H]1Cc1nnc(-c2ccc([N+](=O)[O-])cc2)o1	?	1.8%	2.6%	39.8µM*	-15.6%	?	6.8
O=C(NC1CC1)c1cn2cc(-c3ccc(C(F)(F)F)cc3)sc2n1	-37.6%	.	-12.1%	-22.2%	84.1%[activator]	17.6%	17.1
Nc1ccc([N+](=O)[O-])cc1O	.	.	?	.	-18.3%	-4.6%	32.8

These rows are one share of the data; the hit share may differ from the screen's.
